Assay outcomes: PubChem BioAssay, NCI
NCI-60 one-dose screen, 48 h, at 10 µM unless noted. Numbers give growth in % (100 = growth as untreated, 0 = no growth, -100 = all killed).
T-47D: T-47D breast cancer. 5% of 79,000 active
MCF7: MCF7 breast cancer; 6.3% of 82,000 active
MDA-MB-231: MDA-MB-231 breast cancer; AID 1794789; 5% of 81,000 active
K-562: K-562 leukemia; 7.4% of 78,000 active; AID 1794777
SR: SR leukemia cells | AID 1794780 | 8.7% of 73,000 active
BT-549: BT-549 breast cancer. 4.4% of 78,000 active. AID 1794793
MDA-MB-468: MDA-MB-468 breast cancer; 8.5% of 78,000 active
HS 578T: HS 578T breast cancer; 4.1% of 78,000 active
* marks the source's active call; other numbers are inactive results; / = not tested or not shown; & = joins results of further samples. How the source made its calls: active means growth percent below 10; inactive means the rest.

#	Molecule	T-47D	MCF7	MDA-MB-231	K-562	SR	BT-549	MDA-MB-468	HS 578T
1	Oc1ccc(C#CCOc2ccccc2)cc1CNCCN(Cc1ccccn1)Cc1ccccn1	14	4.0*	47	8.6*	-4.1*	38	-10*	36
2	COc1ccc(N(C(=O)c2cccc(OC)c2)C(C(=O)NC(C)(C)C)c2cc3c(C)cc(C)cc3nc2Cl)cc1 (configuration not stated)	80	77	46	80	83	89	82	88
3	c1cc(NC2CCCCC2)ccc1CN1CCOCC1	106	94	99	95	120	110	104	108
4	CCN(CC)CCOc1ccc(C(=C(C)c2ccc(OC)cc2)c2ccc(OCCN(CC)CC)cc2)cc1	-46*	-64*	-54*	-12*	-37*	48	-70*	-22*
5	COc1ccc(/C(C)=C(\c2ccc(Cl)cc2)c2ccc(OCCN3CCCCCC3)cc2)cc1	40	37	57	10	1.9*	64	16	/
6	COc1cc(-c2nc(SCCC(C)C)nc(NC(C)(C)C)c2C#N)cc(OC)c1OC	82	90	97	96	87	106	108	100
7	C#Cc1nc(C2=C(C)/C(=N/OCc3ccccc3)CC2)cs1	68	49	-39*	76	-52*	58	54	71
8	CCCCNC(=O)NS(=O)(=O)c1ccc(N2N=C(c3ccc(OC)cc3)CCC2=O)cc1	95	88	/	100	112	102	95	102
9	Nc1nc(-c2cccc([N+](=O)[O-])c2)c(N=Nc2ccc(Cl)cc2[N+](=O)[O-])s1	55	68	86	83	85	114	91	100
10	CCSc1nc(Cl)cc(Sc2nc(N)nc3nc[nH]c23)n1	82	92	93	84	61	102	/	97
11	O=C(Nc1cc(Cl)ccc1Cl)P(=O)(O)c1ccccc1	109	106	105	115	91	110	82	101
12	COc1ccc(-c2nn(-c3ccccc3)cc2/C=C/C(=O)NNC(=O)Nc2ccc(Cl)cc2)cc1	91	91	80	100	63	113	101	103
13	COc1cccc(/C=C/[C@@H](O)[C@@H](O)[C@@H]2O[C@H]2C)c1CO	99	97	102	93	91	125	98	104
14	COc1cc(-c2nn(-c3cccc(NC(=O)c4cccc(C(F)(F)F)c4)c3)cc2-c2ccncc2)ccc1Cl	29	3.6*	4.7*	6.1*	/	26	-19*	-5.7*
15	CC(C)[C@@H](C)/C=C/[C@@H](C)[C@H]1CC[C@H]2C3=CC[C@H]4C[C@@H](O)CC[C@]4(C)[C@H]3CC[C@]12C	88	98	105	104	96	107	100	99
16	COc1nc2ccccc2cc1/C=C1/C=C(c2ccccc2)OC1=O	89	83	101	96	106	104	109	101
17	CC(C)NCCOC(=O)c1ccc(N)cc1	120	103	116	116	114	128	93	97
18	N#CC1c2ccccc2C=CN1S(=O)(=O)c1ccccc1 (configuration not stated)	106	100	102	113	110	/	105	95
19	O=C(O)c1occ(Cl)c1Cl	103	111	110	101	93	130	107	115
20	O=C1Nc2ccccc2/C1=N/n1c(N/N=C/c2nc(Br)cs2)n[nH]c1=S	103	94	85	108	98	/	109	101
21	CCCc1ccc(CC(C)C=O)cc1 (configuration not stated)	86	91	101	91	108	97	90	96
22	COc1ccc(C(=O)c2c(N)c(C#N)cn2Cc2ccccc2OC)cc1	72	100	97	89	104	99	90	111
23	Cc1ccc2nc(NC(=O)CSc3nc(Nc4ccc(Cl)cc4)c(C#N)c(-c4ccccc4)n3)sc2c1	95	88	81	93	30	86	81	92
24	Cc1[nH]c(C2CC(c3ccccc3)=NN2c2ccc(Cl)cc2)c(C)c1C(=O)NCC(F)(F)F (configuration not stated)	85	70	97	85	79	121	94	107
25	COc1ccc2nc(Cl)c(/C=C3/SC(=O)NC3=O)cc2c1	/	86	93	99	/	95	93	83
26	c1ccc(Nc2nnc(-c3ccc4c(c3)OCO4)o2)cc1	74	91	88	80	81	114	96	103
27	O=[N+]([O-])c1cccc(-c2nnc3c(/C=C/c4ccccc4O)nc4ccccc4n23)c1	26	22	72	24	52	63	52	31
28	COc1cc(-c2cc(-c3ccc(N(C)C)cc3)c(C#N)c(N3CCOCC3)n2)cc(OC)c1OC	82	40	78	37	49	84	/	101
29	C/C=C/C(=O)NCC(=O)O	105	100	118	91	97	101	110	115
30	Cc1cc(NCCCNc2ccnc3cc(Cl)ccc23)nc(N2CCN(C)CC2)n1	81	33	54	8.1*	0.0*	96	65	92

Some of the entries so far, with values under each structure:
Every second line gives: T-47D | MCF7 | MDA-MB-231 | K-562 | SR | BT-549 | MDA-MB-468 | HS 578T
[7] C#Cc1nc(C2=C(C)/C(=N/OCc3ccccc3)CC2)cs1
  68 | 49 | -39* | 76 | -52* | 58 | 54 | 71
[6] COc1cc(-c2nc(SCCC(C)C)nc(NC(C)(C)C)c2C#N)cc(OC)c1OC
  82 | 90 | 97 | 96 | 87 | 106 | 108 | 100
[29] C/C=C/C(=O)NCC(=O)O
  105 | 100 | 118 | 91 | 97 | 101 | 110 | 115

Ordered by number of heavy atoms (low to high): part of the list above.
#	Molecule	T-47D	MCF7	MDA-MB-231	K-562	SR	BT-549	MDA-MB-468	HS 578T
19	O=C(O)c1occ(Cl)c1Cl	103	111	110	101	93	130	107	115
21	CCCc1ccc(CC(C)C=O)cc1 (configuration not stated)	86	91	101	91	108	97	90	96
13	COc1cccc(/C=C/[C@@H](O)[C@@H](O)[C@@H]2O[C@H]2C)c1CO	99	97	102	93	91	125	98	104
27	O=[N+]([O-])c1cccc(-c2nnc3c(/C=C/c4ccccc4O)nc4ccccc4n23)c1	26	22	72	24	52	63	52	31
4	CCN(CC)CCOc1ccc(C(=C(C)c2ccc(OC)cc2)c2ccc(OCCN(CC)CC)cc2)cc1	-46*	-64*	-54*	-12*	-37*	48	-70*	-22*

The listing picks up, repeating the 2 entries before the break.
#	Molecule	T-47D	MCF7	MDA-MB-231	K-562	SR	BT-549	MDA-MB-468	HS 578T
29	C/C=C/C(=O)NCC(=O)O	105	100	118	91	97	101	110	115
30	Cc1cc(NCCCNc2ccnc3cc(Cl)ccc23)nc(N2CCN(C)CC2)n1	81	33	54	8.1*	0.0*	96	65	92
31	Cc1ccc(/C=C2\SC(=S)N(CC(=O)NCCN3CCOCC3)C2=O)cc1	95	96	107	101	114	105	96	94
32	c1cn(C23CC4CC(CC(C4)C2)C3)cn1	103	101	98	135	/	136	99	86
33	CCOC(=O)c1cc(C(=O)c2cc(OC)cc(OC)c2)n2ccc(-c3ccncc3)cc12	102	101	89	89	70	100	91	106
34	N#Cc1c(-c2ccccc2)cc(-c2c[nH]c3ccccc23)nc1-c1c[nH]c2ccccc12	87	95	93	101	97	95	93	93
35	O=C(/C=C/c1ccccc1Cl)c1ccc(Cl)cc1	96	65	99	87	83	98	102	/
36	O=C(O)c1cccc(-c2ccc(/C=N/NC(=O)c3[nH]c4ccc(Br)cc4c3-c3ccccc3)s2)c1	55	14	/	20	24	49	16	/
37	CCOC(=O)c1nn(C)c(=S)[nH]c1=O	100	96	101	103	98	111	99	100
38	COc1cc(C2CC(c3ccccc3)=NN2Cn2nnc3ccccc32)cc(OC)c1OC (configuration not stated)	72	90	95	97	/	98	90	96
39	c1ccc2nc3c(cc2c1)oc1ncccc13	106	90	103	105	106	96	98	104
40	CCCNc1nc2ccccc2c2c(=O)c3cc(OC)ccc3sc12	79	36	86	94	71	104	89	104
41	NC(N)=NC1NCC(=O)S1 (configuration not stated)	104	96	125	106	103	96	102	121
42	COC1C(O)C(O)C(O)C(O)C1O (configuration not stated)	86&100	95&104	120&89	97&107	100&101	98&116	106&115	106
43	Oc1ccc2ccccc2c1C(N=Cc1ccccc1)c1ccccc1 (configuration not stated)	94	100	87	109	96	105	113	111
44	O=C(/C=C/c1ccc([N+](=O)[O-])o1)NNC(=O)c1cc2ccccc2cc1O	2.4*	33	21	3.5*	/	-4.9*	6.1*	33
45	C/C(=N/NC(N)=S)C(=O)O	29	26	91	55	90	102	39	/
46	O=C(Nc1ccc(CN2CCc3nc4cc(O)c(O)cc4cc32)cc1)Nc1ccc(Cl)c(C(F)(F)F)c1	93	90	98	119	78	107	97	112
47	O=C(COc1cccc(/C=C2\Oc3ccccc3C2=O)c1)c1ccc([N+](=O)[O-])cc1	52	51	73	71	81	110	/	98
48	N#Cc1c(NC(=O)Nc2cc(C(F)(F)F)cc(C(F)(F)F)c2)sc2c1CCCC2	60	90	98	61	90	95	80	91
49	O=C(/C=C/c1c(C(F)(F)F)nc2sccn12)c1cccs1	77	73	83	61	/	85	62	116
50	COc1c(B(O)O)cc(F)cc1-c1nc2ccc3[nH]ncc3c2c2c1COCC2	63	45	33	64	43	-7.9*	42	9.6*
51	COc1ccc(C2CC(=O)Nc3c2cnn3C)cc1 (configuration not stated)	94	96	103	102	99	102	105	92
52	O=C(OCC1OC(n2cnc3c(Cl)ncnc32)C(OC(=O)c2ccccc2)C1OC(=O)c1ccccc1)c1ccccc1 (configuration not stated)	82	70	99	39	83	79	55	99
53	c1ccc(NC2Sc3nc4ccccc4nc3N2C2CCCCC2)cc1 (configuration not stated)	92	77	94	104	98	100	60	106
54	O=c1nc(SCc2cc(F)cc(C(F)(F)F)c2)nc(SCc2ccc3sccc3c2)[nH]1	82	93	87	78	49	98	83	112
55	Cc1cccc(C(N)=S)n1	89	102	93	95	104	111	99	93
56	Cc1c(C)c(CC#N)c(C)c(C)c1CC#N	98	92	98	105	99	98	96	107
57	COc1ccc(-c2cc(-c3ccc(Cl)cc3)nc(SCCCCCCC(=O)NO)n2)cc1OC	36	25	71	36	21	80	55	64
58	FC(F)(F)C1(C2CCNCC2)N=N1	104	103	106	108	113	108	110	103
59	Cc1cc(C)n(-c2ccc3nnc(-c4ccc(Br)cc4)n3n2)n1	81	84	98	89	/	105	90	118
60	O=C1[C@H]2Cc3c([nH]c4ccccc34)[C@@H](c3c(Cl)cccc3Cl)N2C(=O)CN1C1CCN(Cc2ccccc2)CC1	102	48	89	6.0*	33	106	98	88
61	O=C1COc2ccccc2C(=O)N1CCCCNc1ccccc1	73	83	89	69	85	46	95	108
62	CC#CC(=O)O	84	105	88	104	95	120	91	104
63	CC(C)OC(=O)[C@]12CCC(C)(C)C[C@H]1C1=CC[C@@H]3[C@@]4(C)CCC(=O)C(C)(C)[C@@H]4CC[C@@]3(C)[C@]1(C)CC2	86	94	90	91	/	103	99	99
64	O=C1/C(=C/c2ccccc2O)N=C2SCCCN12	84	92	79	/	117	98	99	88
65	COc1ccc2nc(N/N=C(\C)c3ccccn3)cc(C)c2c1	1.0*	-75*	-63*	-52*	-41*	-88*	/	6.1*
66	C=C(C)[C@@H]1CC2Cc3c(C)cc(C)cc3N1O2 (some centres not stated)	100	102	96	104	109	107	99	103
67	CC1(C)C2(C#N)C(=O)NC(=O)C12C#N (configuration not stated)	103	90	125	105	/	94	101	108
68	COc1ccc(-c2nnc(COc3ccc(NC(=O)c4ccc(Cl)c(Cl)c4)cc3F)o2)cc1	65	90	72	103	75	81	86	82
69	CC1=C(C(=O)OCC2CCN(C(=O)OC(C)(C)C)CC2)[C@@H](c2cccc(Br)c2)C2=C(CC(C)(C)CC2=O)N1	62	41	62	36	/	57	49	57
70	COc1cc(C(=O)NCC(=O)NNC(C)C)cc(OC)c1OC	95	109	119	93	87	115	102	/
71	COc1cc(N=Nc2c(O)c3ccccc3[nH]c2=O)c(OC)cc1N=Nc1ccccc1	98	98	113	57	105	117	109	84
72	O=C(c1nnc(NCc2ccccc2)o1)c1c[nH]c2ccccc12	38	32	84	113	95	99	85	98
73	COc1ccc(C2CC(c3ccc4c(c3)OCO4)=NN2C(N)=S)cc1 (configuration not stated)	88	93	86	69	75	81	71	97
74	O=c1cc2oc3cc(O)c(O)cc3c(-c3ccccc3)c-2cc1O	100&70	94&73	90&57	100	82	98&81	104&50	113

By substructure, those above with a furan ring, fused or not (3)
#	Molecule	T-47D	MCF7	MDA-MB-231	K-562	SR	BT-549	MDA-MB-468	HS 578T
19	O=C(O)c1occ(Cl)c1Cl	103	111	110	101	93	130	107	115
39	c1ccc2nc3c(cc2c1)oc1ncccc13	106	90	103	105	106	96	98	104
44	O=C(/C=C/c1ccc([N+](=O)[O-])o1)NNC(=O)c1cc2ccccc2cc1O	2.4*	33	21	3.5*	/	-4.9*	6.1*	33
